# S3 lipid droplet – qHTS Assay for Lipid Storage Modulators in Drosophila S3 Cells; 0.64% of 320,000 active; Drosophila S3 cells, BODIPY lipid droplet fluorescence, 18-24 h; cells fed with added oleic acid; AID 2685, 2010; Potency in µM for hits, for the others lipid storage change, negative = inhibition, % at the top dose, mostly 46.1 µM; active means well fitted inhibition curve with a large enough effect in the signal ratio, with a control signal flat, not every such curve was filed as active; inconclusive means small, poorly fitted or top-dose-only effect, or effect the other way, or a change in a side signal; the % refers to the signal ratio
#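 Drosophila S3 cells loaded with oleic acid (400 uM, as added) and compounds at several concentrations; lipid droplets imaged by 488-nm laser-scanning cytometry, 500–530 nm intensity and object ratio to cell channel. Percent activity normalized to 20 uM Triacsin C.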
# S3 lipid droplet cell count max – second read-out of S3 lipid droplet, no call of its own (marks repeat the call); cell number change, %; measured here: cell count max response;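 cells counted by Cell Tracker Red CMTPX staining in the red channel; peak over a dose series mostly up to 46.1 µM; percent activity relative to internal control wells on each plate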
# * = called active by the depositor; i = inactive; ? = inconclusive; . = not tested or not shown; [ ] = remark or other dose. On the % scale 0 is the no-effect control and ±100 the full control effect; potency means the concentration at half of the fitted maximal effect. Only part of the results is shown, so the mix of outcomes need not match the whole.
SMILES,S3 lipid droplet,S3 lipid droplet cell count max
Cc1ccccc1OCC(=O)NNC(=S)NC(=O)c1ccccc1[N+](=O)[O-],?,.
O=C1CC(NS(=O)(=O)c2cccnc2)CN1c1ccccc1 (centres undefined),?,.
CCCCN(C(=S)Nc1cccc(SC)c1)C1CCN(C(C)=O)CC1,-5.9%,2.1
COc1ccc(-c2cc(CNS(=O)(=O)c3cc(OC)ccc3OC)on2)cc1,?,.
CS(=O)(=O)c1ccc(Cl)c(NC(=O)Cc2ccsc2)c1,i[0.369 µM],-9.7
O=S(=O)(/N=C(\Sc1ccccc1)c1ccccc1)c1ccc(Cl)cc1,?,.
Cn1cccc1CNCC(O)c1ccccc1 (centres undefined),21.7%,20.4
C=CCn1c(=O)c2ccccc2n2c(SCC(=O)NC)nnc12,?,.
CCNC(=S)N1CCc2cc(OC)c(OC)cc2C1COc1ccc(OC)cc1 (centres undefined),6.8%,-7.0
O=C(NCCc1ccccc1)c1ccc2c(c1)OCO2,?,.
COc1ccc(NC(=O)CSc2nc(N)c(NC(=O)c3cccs3)c(=O)[nH]2)cc1,?,.
O=C(N/N=C/c1ccc2c(c1)OCO2)c1ccc(COc2cccc3cccnc23)cc1,-7.2%,4.6

# By substructure: the entries above containing a Cl atom.
SMILES,S3 lipid droplet,S3 lipid droplet cell count max
CS(=O)(=O)c1ccc(Cl)c(NC(=O)Cc2ccsc2)c1,i[0.369 µM],-9.7
O=S(=O)(/N=C(\Sc1ccccc1)c1ccccc1)c1ccc(Cl)cc1,?,.

# The list continues.
SMILES,S3 lipid droplet,S3 lipid droplet cell count max
COc1ccc(OCCOCCN2CCN(C)CC2)cc1,?,.
O=C(CN(Cc1ccccc1)C(=O)c1cc2c(s1)CCC2)NCc1cccs1,?,.
Cc1cc(C)cc(NC(=S)N2CCN(S(C)(=O)=O)CC2)c1,?,.
O=S(=O)(NCCN1CCOCC1)c1ccc(Oc2ccccc2Cl)cc1,?,.
COc1ccc(C2(C)NC(=O)N(CC(=O)Nc3c(C)n(C)n(-c4ccccc4)c3=O)C2=O)cc1 (centres undefined),?,.
CC(C)(O)C#Cc1ccc(CN2CCN(C3CCCCC3)C(CCO)C2)s1 (centres undefined),4.0%,3.9
O=C1c2cccc3cccc(c23)C(=O)N1CCN1CCN(C(=S)Nc2ccc(Cl)cc2)CC1,12.2%,1.7
N=c1ccn(Cc2ccc([N+](=O)[O-])cc2)cc1,?,.
O=c1cnnc(Nc2ccc(Nc3ccccc3)cc2)[nH]1,-8.9%,13.8
COc1ccc(-c2noc(=O)n2Cc2cc(C)ccc2C)cc1,-3.9%,18.8
O=C(CCc1nc(-c2ccccc2)no1)NCCc1ccccc1,?,.
Cc1cc(SCc2ccc([N+](=O)[O-])cc2)nc(=O)[nH]1,i,.
Cc1ccc(S(N)(=O)=O)cc1NC(=O)/C=C/c1ccc2c(c1)OCO2,0.8%,5.6
CCc1ccc(S(=O)(=O)N(C(=O)c2ccncc2)c2ccc(OC(=O)c3ccncc3)cc2)cc1,18.4µM*,-8.0*
CCOC(=O)N1CCC(NC(=O)Cn2cccc2C(=O)c2ccccc2C)CC1,?,.
C/C(=N\Nc1nc(C)cc(-c2ccccc2)n1)c1ccc(O)cc1,?,.
O=C(CCCOc1ccccc1)Nc1ccncc1,i,-17.9
COc1ccc(CN2CCOCCOCCN(Cc3ccc(OC)cc3)CCOCCOCC2)cc1,-8.2%,16.0
C(=N\N1CCN(c2ccccn2)CC1)/c1ccco1,4.5%,5.8
CN1C(=O)C(O)(CC(=O)/C=C\c2ccc3c(c2)OCO3)c2ccccc21 (centres undefined),0.366µM*,-43.9*
O=C(O)/C(=C\c1c(C(=O)O)[nH]c2cc(Cl)cc(Cl)c12)c1ccccc1,?,.
N/C(=N\OC(=O)CSc1ccccc1)c1ccc([N+](=O)[O-])cc1,15.7%,0.5
O=C(CCS(=O)(=O)c1cccc2nonc12)N1CCN(c2ccc(F)cc2)CC1,i,.
CC1=C(C(=O)NC2CC(C)(C)Cc3c2cnn3-c2cccc(F)c2)OCCO1 (centres undefined),-6.5%,.

# One compound at a time, as listed above. Order of values: S3 lipid droplet | S3 lipid droplet cell count max
# Entry for O=C(CCCOc1ccccc1)Nc1ccncc1 : i | -17.9
# Entry for CCOC(=O)N1CCC(NC(=O)Cn2cccc2C(=O)c2ccccc2C)CC1 : ? | .
# Entry for CN1C(=O)C(O)(CC(=O)/C=C\c2ccc3c(c2)OCO3)c2ccccc21 (centres undefined) : 0.366µM* | -43.9*

# Following part:
SMILES,S3 lipid droplet,S3 lipid droplet cell count max
Cc1c(-c2nc(-c3ccc(C(F)(F)F)cc3)no2)n(C)oc1=O,6.6%,11.9
O=C1CC(c2ccc(Cl)cc2)n2nc(NS(=O)(=O)c3ccc(F)cc3)nc2N1 (centres undefined),?,.
O=C(COc1ccc(Cl)cc1)N1CCCCC1,i,18.7
CCC(C)(CC(=O)O)CC(=O)Nc1cc(C(F)(F)F)cc(C(F)(F)F)c1 (centres undefined),-9.4%,12.2
CCOCCn1c(CN2CCN(C(c3ccccc3)c3ccccc3)CC2)nc2c1c(=O)n(C)c(=O)n2C,?,.
CCCc1nn(-c2ccccc2)c2c1C(c1cccs1)C(C#N)=C(N)O2 (centres undefined),?,.
CCOc1ccccc1CN1CCN(Cc2[nH]c3ccccc3c2C)CC1CCO (centres undefined),5.3%,.
CN1CCN(CCC(=O)Nc2cccc(Br)c2)CC1,?,.
CCCN(C(=O)CSCc1ccccc1C)c1c(N)n(Cc2ccccc2)c(=O)[nH]c1=O,i[0.0737 µM],.
C=CCNC(=O)C(=O)NN=C1CCN(C)CC1,?,.
O=C(NCc1cccnc1)C1c2ccccc2C(=O)N1Cc1ccccc1 (centres undefined),?,.
COc1ccc(CCNC(=O)CSc2nc(O)c(CCC(C)C)c(=O)[nH]2)cc1OC,0.7%,-5.1
COc1ccc(/C=C/C(=O)Nc2cccc(S(=O)(=O)NC3=NCCCCC3)c2)cc1OC,?,.
Cc1c(C(=O)NCC2CCCO2)sc2nc(-c3ccc(F)cc3)cn12 (centres undefined),?,.
Cc1ccc(N(C(=O)c2sc(C)nc2C)C(C(=O)NC(C)(C)C)c2ccncc2)cc1 (centres undefined),?,.
O=C(Nc1ccc2c(c1)OCO2)C1CC(c2cccc(Br)c2)=NO1 (centres undefined),?,.
COc1ccc(OC)c(NS(=O)(=O)c2ccc(Cl)s2)c1,9.4%,5.6
COc1ccc(N=C2SCC(=O)N2Cc2ccccc2)cc1,4.4%,-10.3
COc1ccc(NC(=S)NCCCc2ccccc2)cc1,10.0%,.
CCN(CC)c1ccc(NC(=O)CCc2nnc3ccc(N4CCCC4)nn23)c(C)c1,?,.
COc1ccc(C)cc1N(CC(=O)NC1CCCC1)C(=O)CCC(=O)Nc1cc(C)on1,i,9.4
O=c1c2ccccc2nc(-c2ccc(Cl)cc2Cl)n1CCCn1ccnc1,11.5%,-3.7
O=C(NCCc1ccc(O)cc1)c1ccc(Cl)cc1,-19.3%,-12.0
Cc1cccc(CSCCNC(=O)CN2C(=O)c3ccccc3S2(=O)=O)c1,?,.
CCCCc1ccc(NC(=O)C2CCN(S(C)(=O)=O)CC2)cc1,?,.
CC(C)C(=O)Nc1c2c(nn1-c1ccccc1)CSC2,?,.
CCOc1ccc(CCNC(=O)c2nn(C)c3c2CS(=O)(=O)c2ccccc2-3)cc1,?,.
CCOc1ccccc1NC(=O)NCc1ccccc1,?,.
COc1cc(CC(=O)OCC(=O)Nc2ncc(Cl)cc2Cl)cc(OC)c1OC,?,.
CC(=O)Nc1ccc(NC=C(C#N)C#N)cc1,?,.
CC(=O)/C(=N\Nc1ccccc1Cl)Sc1nnc(-c2ccccc2)n1-c1ccccc1,-4.9%,-14.9
COc1ccc(CC(=O)Nc2ccc(/C(C)=N/NC(=O)c3cccc([N+](=O)[O-])c3)cc2)cc1,?,.
CN(C(=O)CSc1nnc(Nc2ccccc2)s1)C1CCS(=O)(=O)C1 (centres undefined),i,.
COC(=O)c1ccccc1NC(=O)CNc1cc(OC)c(OC)cc1C,?,.
Cc1cccc(C(=O)Nc2nnc(S(=O)(=O)N3CCC(C)CC3)s2)c1,?,.
CSCCC(NS(=O)(=O)c1cccs1)C(=O)NCc1ccc(C)cc1 (centres undefined),?,.
CCCc1cc(NCCCN(C)C)n2c(nc3ccccc32)c1C#N,7.8%,11.5
CCOc1cc(C(=O)N[C@@H](C)C(=O)N2CCC3(CC2)NCCc2[nH]cnc23)cc(OCC)c1OCC,i,11.5
O=C(NCc1ccco1)c1ccc(NC(=O)C2COc3ccccc3O2)cc1 (centres undefined),i,-22.4
COC(=O)c1sc(N2CCN(Cc3ccccc3)CC2)nc1N,?,.
CC(c1ccon1)N(C)Cc1c(C(=O)N(C)Cc2ccccc2)nc2ccccn12 (centres undefined),20.0%,11.1
CCOc1ccc(OCC)c(NC(=O)C2CCN(c3nn4c(=O)cc(C)nc4s3)CC2)c1,?,.
Cc1ccccc1-n1c(SCC(=O)Nc2ccccc2Cl)nc2n[nH]c(C)c2c1=N,?,.
C[C@@H](NC(=O)c1nc[nH]c1C(=O)NCc1ccc(CNC(=O)OC(C)(C)C)cc1)c1ccccc1,4.0%,-12.4
COc1ccc(C2/C=C\CN(S(=O)(=O)c3ccc(C)cc3)[C@H](Cc3ccccc3)C(=O)N2Cc2ccc(F)cc2)cc1 (some centres undefined),1.4%,2.4
CCCCCCOc1ccc(/C=N/NC(=O)C2CC2)cc1,6.2%,15.3
COc1ccccc1N1CCN(C(=O)Oc2ccccc2)CC1,i,.
C=CCn1c(C(CC)CC)nc2ccccc21,?,.
CCc1ccc(NC(=O)CC2C(=O)N(c3cccc(OC)c3)C(=O)N2CCOC)cc1 (centres undefined),i,-5.8
Cc1cc(C(=O)NN)c(Cl)cc1Cl,19.9%,6.8
O=C(CN1CCCCC1)Nc1nc(-c2ccccc2)cs1,-5.5%,-12.4
CCOC(=O)Cc1csc(/C(=N/O)C(N)=O)n1,i,.
O=C(Cn1c2c(sc1=O)C1c3ccccc3OCC1CS2)Nc1ccc(Cl)c(Cl)c1 (centres undefined),?,.
COc1ccc(C)cc1S(=O)(=O)N1c2ccc(C)cc2C2CN(C)CCC21 (centres undefined),?,.
O=C(CSc1nnc(NC(=O)c2ccco2)s1)NC1CCCC1,?,.
Cc1cccnc1NC(=O)C1CCCN1S(=O)(=O)c1ccc(Cl)cc1 (centres undefined),-9.1%,18.9
COc1ccccc1CNC(=O)COC(=O)Cc1c(Cl)cccc1Cl,-17.8%,-8.9
N#Cc1cc2ccccc2nc1SCc1ccccn1,?,.
Oc1cnc2ccccc2c1CN1CCOCC1,4.7%,3.8
Cc1ccnc(N2CCC(C(=O)NCc3ccc(F)cc3)CC2)n1,?,.

# Part of the list above in order of length of the SMILES, low to high:
SMILES,S3 lipid droplet,S3 lipid droplet cell count max
O=C(CSc1nnc(NC(=O)c2ccco2)s1)NC1CCCC1,?,.
Cc1ccnc(N2CCC(C(=O)NCc3ccc(F)cc3)CC2)n1,?,.
O=C(Cn1c2c(sc1=O)C1c3ccccc3OCC1CS2)Nc1ccc(Cl)c(Cl)c1 (centres undefined),?,.

# Next compounds
SMILES,S3 lipid droplet,S3 lipid droplet cell count max
CCc1ccccc1NC(=O)N1C2CCCC1CC(NC(=O)C(C)(C)C)C2 (centres undefined),-1.8%,1.4
CC(C)(C)CC(=O)NC(=S)NCc1ccco1,?,.
COCCCn1[nH]c2c3c(ccc2c1=O)C(=O)c1ccccc1C3=O,?,.
CCn1ncc(-c2ccnc3cc(C(=O)O)nn23)c1C,i,.
CCc1nc(C)ccc1OCC(=O)N(CC)CC,2.2%,-0.8
O=C(NC1CCCC1)c1ccc(CS(=O)(=O)c2ccc(Br)cc2)o1,?,.
c1ccc2c(c1)CCN(c1ncnc3c1[nH]c1ccccc13)C2,?,.
S=c1nc(-c2ccccc2Cl)n(Cc2cccnc2)c2c1CCCC2,?,.
CCOc1cccc(CNCCO)c1OCc1ccc(Cl)cc1,10.9%,-0.1
COCCCNC(=O)c1cccc2c(=O)c(C)c(-c3ccccc3)oc12,7.2%,3.9
CC(C)Cn1c(SC(C)C(=O)Nc2ccc3c(c2)OCCO3)nc2ccccc2c1=O (centres undefined),17.4%,-3.1
CC(C)c1nc(-c2ccccn2)no1,?,.

# Looked up by compound from the entries so far:
SMILES,S3 lipid droplet,S3 lipid droplet cell count max
COCCCNC(=O)c1cccc2c(=O)c(C)c(-c3ccccc3)oc12,7.2%,3.9
CCc1nc(C)ccc1OCC(=O)N(CC)CC,2.2%,-0.8
O=C(NC1CCCC1)c1ccc(CS(=O)(=O)c2ccc(Br)cc2)o1,?,.
CCc1ccccc1NC(=O)N1C2CCCC1CC(NC(=O)C(C)(C)C)C2 (centres undefined),-1.8%,1.4

# Next results:
SMILES,S3 lipid droplet,S3 lipid droplet cell count max
Cc1ccc(C(=O)NNC(=O)CSc2nnc(C3CC3)n2C)cc1,?,.
COc1cccc2sc(=NC(=O)CS(=O)(=O)c3ccc(F)cc3)n(C)c12,?,.
O=[N+]([O-])c1cccc(/C=C/c2ccc3cccc(O)c3n2)c1,?,.
O=C(COc1nsnc1N1CCOCC1)N/N=C/c1ccccc1O,2.8%,-7.0
O=C(Cn1cnc2ccccc21)Nc1ccc2c(c1)OCCCO2,?,.
CCc1cc(C(=O)c2ccc(OC)cc2)c(NC(=O)CC(C)(C)CC(=O)O)s1,?,.
COc1ccc(C(CNC(=O)C(=O)NC2CCCCC2)N2CCN(C)CC2)cc1 (centres undefined),-0.4%,-15.0
Cc1ccc2c(c1)N(CC(=O)NCCCN1CCOCC1)C(=O)C(C(C)C)O2 (centres undefined),-21.0%,-10.4

# Bioassay records from PubChem BioAssay.
